Bioassay records as filed in PubChem BioAssay.
M1 PAM: potentiates human M1 receptor response to acetylcholine | AID 588819 | CHO-K1 hM1, Fluo-8 calcium fluorescence, ACh EC20; 0% = ACh EC20, 100% = maximal ACh | activation, % at 3 µM | 360,000 tested, 0.088% active; in the data active = activation above about 19%, passing the limit was not always enough
CHO-K1 Ca antag: counter-screen for M1 antagonists: effect in parental CHO-K1 cells | ATP-induced calcium, Fluo-8 fluorescence | 360,000 tested, 0.6% active | inhibition, % at 3 µM;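 active = inhibition above a per-plate cutoff, the plate's mean sample inhibition plus 3 SD, cut at about 24% in these data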;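 note: 0% = DMSO plus EC80 ATP and 100% = DMSO alone without ATP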
CHRM1 agonist: human M1 muscarinic receptor agonism; activation, % at 3 µM; P11229; CHO-K1 hM1, Fluo-8 calcium fluorescence, agonist mode; 0% DMSO, 100% acetylcholine EC100; AID 588814; 360,000 tested, 0.33% active;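 active = activation above the run's mean compound activation plus 3 SD, cut at about 16% in these data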;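 note: peak over basal fluorescence ratio within a 140 s kinetic read after compound addition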
OXTR potentiate: potentiators of human oxytocin receptor. P30559. CHO-OTR cells, Fluo-8 calcium fluorescence, potentiator mode; 0% = oxytocin EC15, 100% = EC100. activation, % at 3 µM. 320,000 tested, 0.061% active. AID 2445;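 active = activation above that plate's cutoff, the mean activation of tested compounds plus 3 SD, cut at about 6.6% in these data, passing the limit was not always enough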;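 note: 100% uses oxytocin at 75 nM as the full agonist control; some results filed as inactive read as strong as hits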
Target sequence (P30559 whole entry, looked up): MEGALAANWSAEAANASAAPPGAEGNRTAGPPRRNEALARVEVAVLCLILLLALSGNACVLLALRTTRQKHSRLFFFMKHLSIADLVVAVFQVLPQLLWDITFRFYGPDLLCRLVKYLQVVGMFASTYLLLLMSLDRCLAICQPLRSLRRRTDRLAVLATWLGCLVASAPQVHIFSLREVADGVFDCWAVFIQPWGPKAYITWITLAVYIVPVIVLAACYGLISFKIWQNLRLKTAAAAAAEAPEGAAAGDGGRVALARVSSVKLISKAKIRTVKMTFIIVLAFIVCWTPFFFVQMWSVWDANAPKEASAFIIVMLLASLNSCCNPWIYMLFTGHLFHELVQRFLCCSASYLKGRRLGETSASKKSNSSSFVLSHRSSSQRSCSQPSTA
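assay system = CHO-OTR cells, human receptor | schedule = compound 6 min at room temperature before oxytocin, 100 s read | detection = Fluo-8 intracellular calcium fluorescence, ex 470-495, em 515-575 nm | evaluation = normalized max/min fluorescence ratio, % activation | control set = EC15 oxytocin alone as 0%, 75 nM oxytocin (EC100) as 100%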
M4 antag: antagonists of human muscarinic M4 receptor (CHRM4); CHO-hM4 cells, ACh EC80, Fluo-8 calcium fluorescence; 360,000 tested, 0.73% active; inhibition, % at 3 µM;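 active = inhibition above its plate's cutoff, the mean inhibition of sample wells plus 3 SD, cut at about 27% in these data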;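 note: 0% = acetylcholine EC80 with DMSO and 100% = DMSO without agonist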
Target sequence (P08173 whole entry, looked up): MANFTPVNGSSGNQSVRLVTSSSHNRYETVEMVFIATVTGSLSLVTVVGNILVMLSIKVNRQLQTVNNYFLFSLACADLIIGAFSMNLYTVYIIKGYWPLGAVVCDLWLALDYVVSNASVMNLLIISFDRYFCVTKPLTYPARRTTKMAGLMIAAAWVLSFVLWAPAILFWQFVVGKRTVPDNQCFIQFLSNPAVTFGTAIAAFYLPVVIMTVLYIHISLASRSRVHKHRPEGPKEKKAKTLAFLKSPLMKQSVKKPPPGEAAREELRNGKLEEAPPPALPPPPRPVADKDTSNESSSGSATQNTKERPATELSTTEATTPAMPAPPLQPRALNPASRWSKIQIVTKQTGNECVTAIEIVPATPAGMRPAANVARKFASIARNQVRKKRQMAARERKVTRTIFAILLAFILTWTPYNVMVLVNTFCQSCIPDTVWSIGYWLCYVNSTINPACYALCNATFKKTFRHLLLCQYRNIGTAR
CHO-K1 Ca ag: counter-screen for M1 agonists: effect in parental CHO-K1 cells; activation, % at 3 µM; 360,000 tested, 0.48% active; Fluo-8 calcium fluorescence; scaled to maximal ATP response, vehicle zero; in the data active = activation above about 15%;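 note: untransfected CHO-K1 host cells lacking M1 receptor as counterscreen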
M1 antag: human CHRM1 antagonism; P11229; 360,000 tested, 1.3% active; inhibition, % at 3 µM; CHO-K1 hM1, Fluo-8 calcium fluorescence, ACh EC80 antagonist;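 active = percent inhibition above its own plate's cutoff, namely the mean of that plate's compound wells plus 3 SD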;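 note: peak over basal fluorescence ratio during 140 s after agonist addition; 0% = ACh EC80 plus DMSO and 100% = DMSO alone without agonist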
CHO parental Ca: signal in parental CHO cells, OX1R antagonist counter-screen; 330,000 tested, 0.63% active; inhibition, % at 5.6 µM; parental CHO-K1, ATP-induced calcium, Fluo-8 fluorescence;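 active = inhibition above that plate's mean sample inhibition plus 3 SD, cut at about 26% in these data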;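 note: 0% = ATP-challenged DMSO wells and 100% = DMSO wells without ATP; some compounds past the cut are filed as inactive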
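test system = CHO parental line | reagent = ATP stimulus | measured by = intracellular calcium via Fluo-8 no-wash fluorescent dye | control set = ATP and no-ATP DMSO wells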
M4 ag: agonists of human muscarinic M4 receptor (CHRM4); P08173; CHO-K1 hM4/Gqi5, Fluo-8 calcium fluorescence; vehicle 0%, full acetylcholine response 100%; activation, % at 3 µM; 360,000 tested, 0.14% active; AID 624127;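 active = activation above the run mean over all test wells plus 3 SD, cut at about 32% in these data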;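 note: peak over basal fluorescence ratio per well then scaled between controls; 0% = DMSO wells and 100% = acetylcholine at EC100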
The depositor's hits bear a star; . = no result given.

mol,M1 PAM,CHO-K1 Ca antag,CHRM1 agonist,OXTR potentiate,M4 antag,CHO-K1 Ca ag,M1 antag,CHO parental Ca,M4 ag
Cc1cc(C)cc(NC(=O)CN2CCN(C(=O)c3cccs3)CC2)c1,-2,-17,-1,1,-21,3.5,-7,-14,14
COc1cc(=O)n(C)c2cc(N(C)C)ccc12,20*,-12,-4,0,6,0.2,-16,-8,2
CNc1snc(C)c1C(=O)OCC(=O)N(C)c1ccccc1,4,-2,-2,-5,5,1.4,2,-6,3
CC1(C)CC(=O)c2c(O)cc(OCC(=O)NCCc3ccc(S(N)(=O)=O)cc3)cc2O1,2,-1,-3,0,-13,1.5,-9,-17,3
O=S(=O)(Cc1ccccc1)N1CCCCCC1,12,-24,2,-7,-6,0.1,-6,-6,0
CC(Oc1ccc2c(c1)oc(=O)c1ccccc12)C(=O)NCCN1CCOCC1 (stereo not given),8,-10,0,-10,-2,2.8,-11,-22,2
COn1c(-c2ccccc2)nc2c1CCc1nonc1-2,0,-4,-1,-3,5,0.3,-22,-14,1
COc1cccc(C(=O)Oc2c(CN3CCOCC3)cc(Cl)c3cccnc23)c1,7,-7,-6,-1,2,1.2,0,-22,1
Cc1ccc(S(=O)(=O)c2nc(C)oc2N2CCOCC2)cc1,14,-5,-3,1,-3,0.3,-9,4,1
CCCCNC(=O)C[C@@H]1C[C@@]2(C(=O)OC)CCCCC=C2N(Cc2ccco2)C1=O,.,-22,.,.,-15,1.4,.,.,4
CCN(CC(=O)Nc1ccc(NC(C)=O)cc1)C(=O)CSc1nnc(-c2ccco2)n1CC,6,-2,-3,-3,-20,0.8,-5,-4,2
CCOC(=O)C(C(=O)Nc1cccc(C)n1)C1CCCCC1 (stereo not given),8,-2,-1,-5,6,2.0,16,-22,3
NC(=O)COc1ccc(NC(=O)CC23CC4CC(CC(C4)C2)C3)cc1,20,-15,3,1,-4,1.7,-15,-12,2
CCOC(=O)[C@]12CCCC=C1N(Cc1cccc3ccccc13)C(=O)[C@H](CC(=O)NCc1ccccc1)C2,.,3,.,.,-1,-0.1,.,.,2
CCCn1c(SCC(=O)N2CCN(C(C)=O)CC2)nc2sc3c(c2c1=O)CCC3,1,3,-6,-4,-13,-0.4,-2,-21,0
Cn1nnnc1SCc1nc2scc(-c3ccccc3)c2c(=O)[nH]1,-2,-10,6,-4,6,4.3,3,-5,3
CC(Sc1nc2c(c(=O)n(C)c(=O)n2C)n1Cc1cc2c(cc1Cl)OCO2)C(=O)O (stereo not given),7,-10,-1,-9,2,0.2,-2,2,0
COc1cccc(C(O)c2nc(-c3cccc(F)c3)cs2)c1 (stereo not given),3,1,0,.,1,0.3,-7,.,4
CC1=C(C(=O)N(C)C)CC(CC(=O)NC2CCCC2)C(=O)N1Cc1ccccc1 (stereo not given),3,2,-3,.,-2,0.6,-2,.,1
CC(/C=N/NC(=O)Cn1nnc(N)n1)=C\c1ccc(C(C)C)cc1,9,2,-7,-14,-10,0.1,-13,-7,0

The results go on:
mol,M1 PAM,CHO-K1 Ca antag,CHRM1 agonist,OXTR potentiate,M4 antag,CHO-K1 Ca ag,M1 antag,CHO parental Ca,M4 ag
COc1cc2ccc(C(C)=O)cc2cc1OC,-2,4,-2,.,-7,-0.1,12,.,1
NC(=O)COC(=O)c1cc(=O)[nH]c2ccc(S(=O)(=O)Nc3ccc(F)cc3)cc12,8,-20,-3,-8,-18,1.0,-3,-22,1
O=C(CN1CCN(c2ccccc2O)CC1)Nc1cc(S(=O)(=O)N2CCCC2)ccc1Cl,6,-9,-1,-10,7,3.0,0,-16,12
O=C(c1cc(-c2ccccc2O)on1)N1CCOCC1,5,-8,-2,0,-10,1.0,-4,8,3
CC(C)(C)c1cc(OC(=O)C2CCCC2)ccc1O,0,19,-5,1,16,-0.3,1,28,-1
COCCNC(=O)C1Nc2ccc(C(F)(F)F)cc2C2C=CCC12 (stereo not given),14,-13,0,-3,-13,0.6,-14,2,1
COc1ccc(CONc2ncnc3nonc23)cc1[N+](=O)[O-],-3,9,-4,-15,1,0.0,11,-14,1
COC(C[C@@H]1O[C@@H]1[C@@H](O)[C@@H](C)OCc1ccccc1)OC,1,-7,-3,.,5,2.8,6,.,1
CC1CC2(CCCCC2)Nc2c1ccc1ccccc21 (stereo not given),10,-4,0,5,7,0.9,-10,-8,0
OCCNc1nc(Nc2ccccc2Cl)nc(N2CCCC2)n1,-1,2,-7,-10,4,-0.1,7,-10,1
CCCCc1c(C)nc2ccc(OC)cc2c1SCCC(=O)O,11,-5,-5,5,-7,-1.2,-11,-17,-2
COc1ccc(NC(=O)C2(C)CCN2Cc2cccc(OC)c2OC)cc1OC (stereo not given),0,0,-4,.,-10,1.8,-13,.,2
COC(=O)COc1ccc2cc(-c3ccccc3)c(=O)oc2c1,-1,-3,0,-1,-8,7.8,3,-7,10
COc1ccc(NC(=O)c2cc(S(=O)(=O)N3CCCCC3)c[nH]2)cc1Cl,1,-2,-5,-6,-11,1.6,8,-10,6
O=C(Cn1nnc(-c2ccccc2Cl)n1)N/N=C/c1ccc(-c2cccc(Cl)c2)o1,9,-8,-4,-6,2,1.2,-10,-11,0
COc1ccc(OC)c(C2=NS(=O)(=O)N(C)C(C(=O)NCc3cccs3)=C2)c1,-11,4,7,-9,5,3.8,16,-11,7
COCCCN1C(=O)C(CC(=O)NCC2CCCCC2)CC(C(=O)N(C)C)=C1C (stereo not given),7,-21,-1,.,-7,0.5,-9,.,1
Cc1ccc([C@H]2N[C@]3(CCCN(Cc4ccc(Br)cc4)C3=O)[C@H]3C(=O)N(C)C(=O)[C@@H]23)cc1,4,-7,-3,.,-34,0.4,-7,.,2
O=C(CN1C(=O)S/C(=C\C=C\c2ccccc2)C1=O)N1CCOCC1,17,3,0,-5,3,0.1,-19,-5,1
CNC(=O)N(O)C1N(c2ccccc2)C(=S)SC1(C)C (stereo not given),12,7,7,-5,-7,0.0,-13,5,0

Carrying on.
mol,M1 PAM,CHO-K1 Ca antag,CHRM1 agonist,OXTR potentiate,M4 antag,CHO-K1 Ca ag,M1 antag,CHO parental Ca,M4 ag
Cc1ccc(S(=O)(=O)Nc2c(C)n(C)n(-c3ccccc3)c2=O)cc1C(=O)NCc1ccco1,8,7,1,.,-13,-0.5,-1,.,2
CC(C)c1ccc(CNCc2ccccc2)cc1,-13,-9,-10,-1,2,2.7,22,-11,3
Cc1ccc(NC(=O)CN(C)S(=O)(=O)c2cccs2)c(Br)c1,4,-13,-5,-2,-32,2.1,-6,-11,9
COCCCNC(=S)N(Cc1ccccc1)Cc1nc2ccccc2c(=O)[nH]1,6,-5,-4,-11,-6,1.4,-1,-10,1
Cn1c(-c2ccccc2O)cc2ccccc21,-7,-8,-7,-17,4,0.5,-3,6,0
COc1ccc(C(=O)N2CCC(C)(C(=O)NS(=O)(=O)C3CC3)C2)cc1F (stereo not given),8,-2,2,.,-7,0.2,-13,.,1
CCOC(=O)N1CCN(C(=O)CCc2c(C)nc3nc(C)nn3c2C)CC1,0,6,-7,-5,7,0.3,6,-1,0
CCC1CCCCN1C(=O)CSc1nnc(-c2ccc(Cl)cc2)o1 (stereo not given),6,0,-1,-12,1,0.9,-18,-12,2
COC(=O)c1sccc1NC(=O)C1CC(C)=C(C)CC1C(=O)O (stereo not given),8,-18,-2,4,4,0.1,-15,-26,0
O=C(CN1C(=O)c2ccccc2S1(=O)=O)NCc1cccnc1,3,9,-2,-11,2,-0.4,3,4,0
Cc1c(Cl)cccc1NC(=O)Cc1cccs1,-2,4,-1,-2,4,2.6,2,-1,1
COCCn1c(SCC(=O)Nc2ncc(Cl)c(C)c2Cl)nc2ccccc21,10,7,-3,-12,3,0.2,-9,-31,0
S=c1[nH]nc2n1CCCN2,9,6,1,5,1,0.1,-21,-16,0
CCOc1ccc(C(=O)NCC(=O)OCC(=O)Nc2ccc(C)c(S(=O)(=O)N(C)C)c2)cc1,8,4,-3,-3,-4,-0.1,-7,-20,1
CCc1ccc[n+](-c2[nH]c(=O)sc2/C=N/N=C(\N)[O-])c1,2,-7,-3,-9,-5,0.3,-6,-4,1
COc1cccc(NC(=O)CCC(=O)Nc2cccc(OC)c2)c1,0,2,-5,-12,6,0.5,-1,6,3
O=C(O)CC/C(=N/NC(=O)CNC(=O)C(c1ccccc1)c1ccccc1)c1ccccc1,9,-8,-1,-1,-7,0.3,-13,8,1
O=C(COc1ccccc1Cl)NCCCNC(=O)c1ccncc1,9,-23,-3,-8,-4,2.0,-11,0,2
CCc1c(C)sc(NC(=O)c2ccc(Br)o2)c1C(=O)OC,3,-1,-4,-11,-1,-0.3,-11,-17,0
COc1ccc2[nH]c(O)c(N=NC(=N)N)c2c1,6,-11,-7,-7,-5,1.0,-4,-5,1

Structures above that bear a hit mark in M1 PAM:
canonical_smiles	M1 PAM	CHRM1 agonist	M4 antag	M1 antag	M4 ag
COc1cc(=O)n(C)c2cc(N(C)C)ccc12	20*	-4	6	-16	2

Carrying on.
mol,M1 PAM,CHO-K1 Ca antag,CHRM1 agonist,OXTR potentiate,M4 antag,CHO-K1 Ca ag,M1 antag,CHO parental Ca,M4 ag
CC(C)Oc1ccc(S(=O)(=O)N2CCOCC2)cc1NC(=O)C1=NN(c2ccccc2)C(=O)CC1,0,-5,-5,.,-5,1.0,8,.,11
COc1ccc(CC(N)c2csc(NC(=O)Nc3ccc(OC)cc3)n2)cc1 (stereo not given),-1,-9,0,.,9,2.6,1,.,8
COc1ccc(C2CC(=O)N(CC(=O)NCC3CCCO3)c3ccccc3S2)cc1 (stereo not given),0,16,-6,-1,-7,0.5,5,-11,2
CC(C)c1ccccc1-n1cc[nH]c1=S,0,0,-5,-19,1,0.4,-10,10,0
O=C(C1=C[C@H](c2ccccc2)C[C@H](OCc2ccc(CO)cc2)O1)N1CCN(Cc2ccc3c(c2)OCO3)CC1,0,-20,-5,-11,-15,0.3,-11,-22,7
Cc1ccccc1S(=O)(=O)Nc1cccnc1,2,1,-4,0,-12,0.3,-5,-6,0
COCCn1c(SCC(=O)N2CCC(C)CC2)nc2c(c1=O)SCC2,1,-1,-3,-6,8,-0.6,3,-10,-1
COc1ccccc1NC(=S)N1C2CCC1CC(NC(=O)NC13CC4CC(CC(C4)C1)C3)C2 (stereo not given),2,-31,-8,-4,5,0.2,-5,-9,-1
CCOC(=O)N1CCN(C(=O)CCn2nc(-c3ccc(Cl)cc3)ccc2=O)CC1,4,-3,-6,1,5,-0.4,-9,-24,-1
Cc1cc(OCC(=O)Nc2ccc(CN3CCCCC3)cc2)ccc1Cl,-31,0,-4,-22,18,13,50*,-9,36*
COc1ccc(NS(=O)(=O)c2cccc(N3CC(O)=C(c4ccccc4)C3=N)c2)cc1,12,1,-4,-1,-5,0.1,-7,-6,1
CC1C(=O)N2CCCc3cc(NS(=O)(=O)c4ccc(F)cc4)cc1c32 (stereo not given),9,-12,-2,2,-7,0.8,-2,-19,0

Outcome played no part in choosing rows; any-hit rate near 2.9%.
